Source: PubChem
Runt-CBFb FRET: blocks binding of human RUNX1 Runt domain to CBFb; Cerulean-Runt/Venus-CBFb FRET ratio 530/480, 1 h; inhibition, % at 20 µM; AID 1496; 0.46% of 220,000 active; Q01196+Q13951;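 active = inhibition over about 50% at 20 µM in the single-dose screen, limit read from the data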;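 also: 0% = DMSO wells and 100% = excess unlabeled CBFb competitor control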
Target sequence (Q01196 whole entry, looked up, the tested form may be a part): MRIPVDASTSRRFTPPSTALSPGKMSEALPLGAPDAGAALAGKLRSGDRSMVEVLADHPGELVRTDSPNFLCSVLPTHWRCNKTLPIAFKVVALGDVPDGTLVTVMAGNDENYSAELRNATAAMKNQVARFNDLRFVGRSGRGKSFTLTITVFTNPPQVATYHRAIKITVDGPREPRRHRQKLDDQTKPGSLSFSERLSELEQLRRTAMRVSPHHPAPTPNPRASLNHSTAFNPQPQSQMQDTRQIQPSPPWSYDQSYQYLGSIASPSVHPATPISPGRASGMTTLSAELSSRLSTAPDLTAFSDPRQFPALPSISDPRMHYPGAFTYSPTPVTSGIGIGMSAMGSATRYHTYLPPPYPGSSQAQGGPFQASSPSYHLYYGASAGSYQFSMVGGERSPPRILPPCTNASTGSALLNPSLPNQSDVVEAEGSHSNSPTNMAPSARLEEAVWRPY
Target sequence (Q13951 whole entry, looked up, the tested form may be a part): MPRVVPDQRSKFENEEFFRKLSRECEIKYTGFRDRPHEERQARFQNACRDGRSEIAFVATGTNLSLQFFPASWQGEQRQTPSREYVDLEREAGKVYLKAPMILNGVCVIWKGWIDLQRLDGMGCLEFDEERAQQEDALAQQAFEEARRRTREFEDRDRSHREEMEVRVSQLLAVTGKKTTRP
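test system = Cerulean-Runt domain fusion protein, energy donor | probe or stimulus = Venus-CBFb binding partner, 100 nM | incubation = two 1 h room-temperature incubations shielded from light | detection = fluorescence energy transfer, 422 nm excitation, 530/480 nm emission | measure = loss of energy transfer signal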
NPY1 pot ag: potentiates or activates human NPY-Y1 receptor; P25929; NPY-Y1 expressing cells, potentiator/agonist activation; activation, % at 3.6 µM; 0.37% of 220,000 active; AID 1304; in the data active = activation above about 33%, passing the limit was not always enough;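 also: cells stimulated with NPY at EC10 then isoproterenol at EC100; 0% = low agonist plus stimulus and 100% = saturating agonist plus stimulus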
MDM2 E3 inh: inhibitors of human Mdm2 E3 ubiquitin ligase; Q00987; cell-based MDM2 ubiquitination luciferase reporter, 2 h; 0 = plate control, 100 = twice control, blank-subtracted; signal enhancement, % at 5 µM; 0.11% of 210,000 active; AID 1230;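 active = signal enhancement of 30% or more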;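 also: luminescence tracks abundance of the self-degrading MDM2-luciferase fusion protein; higher signal means inhibition of MDM2 E3 ligase activity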
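Material: stable MDM2–luciferase fusion reporter cells / Quantity: 2000 cells/well / Dosing: single 5 µM compound dose, 0.2% final DMSO / Buffer or medium: DMEM / Schedule: 4 h cell settling then 2 h compound exposure, 37 °C / Detection: luminescence with SteadyLite reagent, 15 min at room temperature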
RBBP9 inhibitor: blocks human serine hydrolase RBBP9. 0.2% of 220,000 active. inhibition, % at 7.94 µM. O75884. recombinant RBBP9, FP-Rh probe fluorescence polarization;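 active = inhibition above the campaign mean of all tested compounds plus 3 SD, cut at about 14% in these data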;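 also: plate controls were DMSO wells with RBBP9 for no effect and wells lacking RBBP9 protein for full effect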
Target sequence (O75884 whole entry, looked up): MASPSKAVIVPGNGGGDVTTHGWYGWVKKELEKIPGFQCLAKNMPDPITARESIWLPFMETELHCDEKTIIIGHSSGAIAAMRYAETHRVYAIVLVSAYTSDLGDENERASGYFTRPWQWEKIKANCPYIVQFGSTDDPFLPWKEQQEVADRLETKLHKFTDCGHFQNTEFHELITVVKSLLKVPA
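Measured by: FP readout at 525/598 nm; material: recombinant human RBBP9; also added: Serine-hydrolase probe FP-Rh, 375 nM pre-mixing; medium: Tris buffer pH 8.0, NaCl, Pluronic; replication: one well per compound; doses: one concentration, 7.94 µM nominal, 0.794% DMSO; timing: preincubation 30 min plus labeling 45 min at 25 °C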
p97 ATPase inh: human p97 ATPase inhibition; P55072; 0.42% of 220,000 active; recombinant p97 ATPase, Kinase-Glo ATP luminescence, 3 h; inhibition, % at 8 µM; AID 1481; in the data active = inhibition above about 15%;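 also: 0% = DMSO vehicle and 100% = wells lacking enzyme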
NPY-Y2 PAM-ag: potentiates or activates human NPY-Y2 receptor; cells expressing NPY-Y2, potentiator/agonist read-out; 0.45% of 220,000 active; activation, % at 3.6 µM; P49146; in the data active = activation above about 27%;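 also: cells stimulated with NPY near EC25 plus isoproterenol at EC100; 0% = vehicle plus submaximal agonist and 100% = vehicle plus saturating agonist; some results beyond the cut were filed as inactive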
Runt-SMMHC FRET: inhibitors of human RUNX1 Runt domain binding to CBFb-SMMHC. Q01196+Q13951. 0.74% of 220,000 active. AID 1434. inhibition, % at 20 µM. Cerulean-Runt/Venus-CBFb-SMMHC FRET ratio 530/480, 1 h;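 active = mean inhibition across duplicate retests at 20 µM reaching about 50%, limit read from the data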;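 also: 0% = DMSO wells and 100% = wells with excess untagged CBFb-SMMHC; inhibitors lower the FRET ratio by blocking Runt binding to CBFb-SMMHC; some results filed as inactive read as strong as hits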
NPY-Y1 antag: NPY-Y1 (human) receptor antagonism; P25929; HEK293-CNG Y1 cells, membrane potential fluorescence; NPY at EC95, then isoproterenol; inhibition, % at 3.6 µM; 1% of 200,000 active; AID 1040;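 active = inhibition above the campaign mean inhibition of all tested compounds plus 3 SD, cut at about 20% in these data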;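 also: 0% = DMSO wells given NPY plus isoproterenol and 100% = isoproterenol alone without NPY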
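Benchmarks – high control isoproterenol alone, low control NPY with isoproterenol · Material – HEK293 Y1/CNG channel cell line · Times – dye 3 h, compound 60 min room temperature, stimulation 45 min · Probe or stimulus – NPY (25 nM), isoproterenol (1 µM), Ro 20-1724 (25 µM) · Evaluation – % inhibition of NPY effect · Signal – fluorescence, membrane potential probe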
Hck-Nef inh: blocks Nef-activated human Hck kinase; P08631; Recombinant Hck-YEEI plus Nef, Z-Lyte FRET kinase assay; inhibition, % at 20 µM; 0.68% of 220,000 active; AID 463187;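 active = Hck-Nef kinase inhibition above about 50%, limit read from the data; inactive = inhibition below that limit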;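 also: 0% = DMSO with Hck plus Nef and 100% = Hck alone without Nef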
The depositor's hits bear a star; x = no result given.

SMILES	Runt-CBFb FRET	NPY1 pot ag	MDM2 E3 inh	RBBP9 inhibitor	p97 ATPase inh	NPY-Y2 PAM-ag	Runt-SMMHC FRET	NPY-Y1 antag	Hck-Nef inh
CCCCCCc1cc2cc(S(=O)(=O)c3ccc(F)cc3)c(=O)oc2cc1O	19	-13	-14	-7	2	6	63*	4	120*
COC(=O)[C@H](CCSC)NC(=O)NCCC1=CCCCC1	2	-2	-5	6	-2	7	-1	3	1
Cc1cccc(C(=O)NCCN2CCN(c3ccccc3)CC2)c1	0	-7	-10	7	3	-6	1	3	0
O=C(COC(=O)c1ccccc1)c1ccc(Br)cc1	5	3	-24	0	-3	-3	4	2	0
O=C(CSc1nnc(-c2ccco2)n1-c1ccccc1)NCc1ccc2c(c1)OCO2	2	-22	4	-3	-3	-22	0	9	1
Cn1c(SCC(=O)NCCc2ccccc2)nnc1-c1ccncc1	-2	7	-24	-2	1	-2	-5	1	1
CCOc1cc(/C=N/NC(=O)Nc2ccccc2)ccc1O	3	18	-4	-5	-2	8	-4	5	31
CCO[C@H]1OC(C(=O)N2CCN(Cc3ccc4c(c3)OCO4)CC2)=C[C@@H](c2ccc(C(F)(F)F)cc2)[C@@H]1CCCO	-4	-13	x	0	-2	-33	-18	16	-4
C=CCn1c(-c2cccn(Cc3cccc(Cl)c3)c2=O)n[nH]c1=S	-6	5	-10	-5	1	11	8	-2	0
COc1ccc(-c2cn3cccnc3n2)cc1	4	-10	-29	10	-3	-10	2	-3	9
CC(C)(C)n1ncc2c(=O)n(CC(=O)N3CCCCCC3)cnc21	-2	-3	-19	-3	8	9	-2	0	1
Cc1ccc(NC(=S)Nc2ccc(Cl)c(Cl)c2)c(OC(F)F)c1	3	-2	-11	-7	1	3	-1	-3	0
O=C(COc1ccccc1)Nc1ccc(S(=O)(=O)N2CCCCCC2)cc1	-3	-3	-7	-2	-1	-5	-1	1	0
O=C(COC(=O)CC1CCCC1)Nc1ccc(OC(F)F)cc1	0	-8	-11	3	-1	3	-3	2	-49
O=C(CSC1=Nc2ccccc2C2=NC(CC(=O)NCc3ccco3)C(=O)N12)NCc1ccco1 (configuration not stated)	10	3	0	5	2	-5	-1	5	4

Brought forward from above: 6 compounds, then new ones.
SMILES	Runt-CBFb FRET	NPY1 pot ag	MDM2 E3 inh	RBBP9 inhibitor	p97 ATPase inh	NPY-Y2 PAM-ag	Runt-SMMHC FRET	NPY-Y1 antag	Hck-Nef inh
COc1ccc(-c2cn3cccnc3n2)cc1	4	-10	-29	10	-3	-10	2	-3	9
CC(C)(C)n1ncc2c(=O)n(CC(=O)N3CCCCCC3)cnc21	-2	-3	-19	-3	8	9	-2	0	1
Cc1ccc(NC(=S)Nc2ccc(Cl)c(Cl)c2)c(OC(F)F)c1	3	-2	-11	-7	1	3	-1	-3	0
O=C(COc1ccccc1)Nc1ccc(S(=O)(=O)N2CCCCCC2)cc1	-3	-3	-7	-2	-1	-5	-1	1	0
O=C(COC(=O)CC1CCCC1)Nc1ccc(OC(F)F)cc1	0	-8	-11	3	-1	3	-3	2	-49
O=C(CSC1=Nc2ccccc2C2=NC(CC(=O)NCc3ccco3)C(=O)N12)NCc1ccco1 (configuration not stated)	10	3	0	5	2	-5	-1	5	4
Clc1ccc2c(c1)c1cc(Cl)ccc1n2CN1CCOCC1	1	27	2	-10	5	29	-6	-13	0
O=C(COC(=O)Cc1c(Cl)cccc1Cl)NCC1CCCO1 (configuration not stated)	-2	6	-7	-5	-3	3	-2	-1	12
CC(C)(C)NC(=O)COC(=O)c1cc(Br)ccc1Cl	1	4	-6	1	3	-1	0	2	-1
COCCn1nnnc1C(c1ccccc1OC)N1CCN(c2ccccc2)CC1 (configuration not stated)	0	-8	5	-4	-11	-4	2	-4	-3
COc1ccc(N/N=C(/N=Nc2nc(C)cc(=O)[nH]2)c2ccccc2)cc1	0	9	-14	-2	-10	18	-6	-5	7
CCc1sc2nc(SCC(=O)Nc3cc(C)on3)n(-c3cccc(OC)c3)c(=O)c2c1C	-2	6	-2	-1	1	-7	-8	-4	25
C/C(=N\NC(=O)C(c1ccccc1)c1ccccc1)c1ccccn1	0	-26	-8	-3	-3	-3	4	6	2
C=CCNC(=O)c1ccccc1NC(=O)c1ccccc1	10	-10	-19	-4	1	-10	-3	-3	0
COc1ccc(C2C(C#N)=C(N)N(c3sc4c(c3C#N)CCCC4)C3=C2C(=O)CC(C)(C)C3)cc1 (configuration not stated)	-5	-7	3	0	2	10	-14	-4	0
Cc1ccc(-c2csc(NC(=O)c3cccc([N+](=O)[O-])c3C(=O)O)n2)cc1	2	-11	-7	-8	-9	-8	-3	4	19
COc1ccc(OCC(=O)OCC(=O)NCc2ccc(F)cc2)cc1	1	3	-16	-3	11	4	2	6	2
CCOC(=O)c1c(NC(=O)Cn2nc(C(=O)O)c3ccccc3c2=O)sc(C)c1C	-9	-31	-9	-1	2	-8	-2	x	14
COc1cc(C2C(C(C)=O)=C(O)C(=O)N2c2ccc(Br)cn2)ccc1O (configuration not stated)	2	9	-11	-6	4	-4	0	5	0
O=c1[nH]cnc2cc(-c3ccccc3)sc12	-2	-3	-16	-2	-1	-5	-2	-1	43
CCN(CC)S(=O)(=O)c1cccc(NC(=S)NC(=O)/C=C/c2ccc(S(=O)(=O)N3CCOCC3)cc2)c1	-4	-3	19	4	1	-6	2	-5	11

Shown as a hit in Hck-Nef inh, among the entries above:
SMILES	Runt-CBFb FRET	NPY1 pot ag	MDM2 E3 inh	RBBP9 inhibitor	p97 ATPase inh	NPY-Y2 PAM-ag	Runt-SMMHC FRET	NPY-Y1 antag	Hck-Nef inh
CCCCCCc1cc2cc(S(=O)(=O)c3ccc(F)cc3)c(=O)oc2cc1O	19	-13	-14	-7	2	6	63*	4	120*

Next part.
SMILES	Runt-CBFb FRET	NPY1 pot ag	MDM2 E3 inh	RBBP9 inhibitor	p97 ATPase inh	NPY-Y2 PAM-ag	Runt-SMMHC FRET	NPY-Y1 antag	Hck-Nef inh
CCCc1nc2oc3c(NCCCN(C)C)ncnc3c2c2c1CCCC2	-1	-38	-10	5	4	-35	-8	x	23
COc1cc([N+](=O)[O-])ccc1NC(=O)COC(=O)c1n[nH]c2ccccc12	-1	-11	-14	-10	3	8	0	4	0
CCOc1ccc(C(CC(=O)O)NC(=O)c2cccs2)cc1OC (configuration not stated)	0	-2	25	-6	4	-12	4	0	15
COc1cnc(SC)nc1Nc1ccc(C#N)cc1	2	9	x	-6	7	4	0	x	35
COC(=O)C1C2C=CC3(CN(CCc4ccccc4)C(=O)C13)O2 (configuration not stated)	-4	-18	-12	-4	-3	-7	4	0	0
CCOc1ccc(OCC)c(NC(=O)CN2CCN(C(=O)c3ccco3)CC2)c1	-1	-13	-5	-6	-5	2	-3	-2	0
Cc1ccc(S(=O)(=O)N2CC3CCCC2C3)cc1 (configuration not stated)	0	18	-5	-9	10	-1	-8	x	12
CCCNC(=O)OCCC12CC3CC(CC(C3)C1)C2	-2	1	-6	-1	0	3	-1	-4	3
COc1ccc(OC)c(S(=O)(=O)NCCC2=CCCCC2)c1	-3	-8	-15	-2	-4	-4	-5	6	2
O=C(CCCSc1nc(-c2ccco2)cc(C(F)(F)F)n1)Nc1ccc2c(c1)OCO2	-1	-4	-7	-12	1	4	2	-1	4
O=C1NCCNC(=O)c2ccccc2OCCOc2ccccc21	-2	-11	-6	0	-3	-12	-1	4	3
CCOC(=O)c1c(-c2ccc(C)o2)csc1NC(=O)COC(=O)c1ccc(NC(N)=O)cc1	-20	18	-17	-57	9	-1	21	-2	-2
CC1=C(C(=O)N(C)Cc2ccccc2)C2(CCC(C)CC2)OC1=O (configuration not stated)	x	-9	-24	-3	0	-8	2	2	7
C=CCn1c(=NC(=O)c2cccs2)sc2cc(NC(C)=O)ccc21	-2	15	3	2	5	6	-10	-3	-5
Cc1ccc(S(=O)(=O)c2c(C)nn(C(C)(C)C)c2OC(=O)c2ccc(Br)o2)cc1	0	3	14	-4	-6	2	1	-4	1
CSc1nsc(SC)c1C(=O)N1CCN(S(=O)(=O)c2ccc(C)cc2)C1C (configuration not stated)	-1	6	-6	-8	-1	-18	1	9	1
O=C(Nc1ccc2c(c1)OCCO2)c1cccnc1	0	-17	13	-13	-5	-10	2	-7	-8
O=S(=O)(N=S(N1CCCCC1)N1CCCCC1)c1ccccc1	0	13	-12	-10	0	6	-16	2	1
Cc1onc(-c2c(F)cccc2Cl)c1C(=O)NNC(=O)C1CCN(Cc2ccccc2)CC1	2	-19	-6	4	2	-5	1	6	25
CC(=O)c1cnn(-c2cc(Oc3ccccc3C)ncn2)c1C	1	-3	13	-11	-7	-9	-3	-1	-3
CC(=O)c1ccn(S(=O)(=O)c2ccccc2)c1	-2	-4	-26	-1	-1	5	0	-2	3
CCN(CC)CCNC(=O)c1ccc(NC(=O)COc2ccccc2F)cc1	0	9	-7	-7	1	9	0	5	22
Cc1ccc(OCC(=O)c2cc(C)c(C)cc2C)c([N+](=O)[O-])n1	7	-8	-6	-2	-3	5	-5	3	1
COc1cc(N)ccc1C(=O)O	0	3	-8	9	1	17	3	-5	0
O=S(=O)(c1ccc(NC(=S)N/N=C/c2ccc(N3CCOCC3)cc2)cc1)N1CCOCC1	7	-3	1	-4	9	5	21	9	12
COC(=O)CSc1ncnc2c1sc1nc(-c3ccco3)c3c(c12)CC(C)(C)OC3	12	-15	-5	-4	1	-15	6	5	4
